MEP2 TOR yeast: yeast TOR pathway MEP2-GFP modulation. S. cerevisiae MEP2-GFP strain, flow cytometry GFP, 3 h; 100% = DMSO control level. GFP response vs DMSO, % at 10 µM. 0.51% of 330,000 active. AID 2016;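 active = GFP response versus DMSO above a set limit, roughly screen mean plus 3 SD, cut at about 180% in these data; inconclusive = fewer than 70 cells counted for a yeast strain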;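 note: median GFP fluorescence of the barcode-gated MEP2-GFP cells per well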
GASC-1 inh: blocks human GASC-1 demethylase activity. Q9H3R0. GST-JMJD2C(1-420) H3K9me3 demethylation, DELFIA europium. inhibition, % at 2.35 µM. 0.069% of 330,000 active. AID 2099;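 active = more than half of a compound's replicate wells show inhibition beyond 50%, single wells judged on their own value; inconclusive = some, but no more than half, of replicates pass 50% inhibition; inactive = no replicate passes 50% inhibition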;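 note: signal counts dimethyl H3K9 product captured on neutravidin plate; 0% = median of DMSO wells and 100% = 0.3 times that DMSO median; strong numbers were not always called active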
Target sequence (Q9H3R0 1-420 limits assumed): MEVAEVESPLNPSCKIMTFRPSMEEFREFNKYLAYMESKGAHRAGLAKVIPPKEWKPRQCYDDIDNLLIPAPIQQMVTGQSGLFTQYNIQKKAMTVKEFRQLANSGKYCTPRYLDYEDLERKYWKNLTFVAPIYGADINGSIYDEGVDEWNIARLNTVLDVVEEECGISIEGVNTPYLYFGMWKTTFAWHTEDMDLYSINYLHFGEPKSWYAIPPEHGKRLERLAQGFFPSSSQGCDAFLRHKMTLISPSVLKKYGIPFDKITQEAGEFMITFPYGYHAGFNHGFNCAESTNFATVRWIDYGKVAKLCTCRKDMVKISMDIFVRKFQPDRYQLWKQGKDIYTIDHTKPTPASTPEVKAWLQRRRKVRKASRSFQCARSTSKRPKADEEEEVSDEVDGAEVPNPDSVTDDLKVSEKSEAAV
AGP1-GFP MLPCN: alters AGP1-GFP fluorescence in TOR pathway yeast screen; S. cerevisiae AGP1-GFP multiplex flow cytometry, 3 h; GFP as percent of DMSO wells; 0.02% of 320,000 active; GFP response vs DMSO, % at 10 µM;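 active = GFP response relative to DMSO above a set limit, near screen average plus 3 SD, cut at about 150% in these data; inconclusive = fewer than 70 cells counted for the yeast strain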;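 note: median GFP channel fluorescence of the gated AGP1 strain per well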
VLA-4 inh: inhibition in a human VLA-4 binding assay | P13612 | VLA-4 expressing cells, ligand binding flow cytometry | inhibition, % (about 7 µM as worked out from the volumes in the protocol) | 0.2% of 330,000 active | AID 2557; in the data active = inhibition above about 50%
CIT2 TOR yeast: yeast TOR pathway CIT2-GFP modulation. S. cerevisiae CIT2-GFP strain, flow cytometry, 3 h; 100 means same as DMSO wells. GFP response vs DMSO, % at 10 µM. 0.065% of 320,000 active. AID 2029;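 active = GFP response relative to DMSO above a set limit, near the screen mean plus 3 SD, cut at about 150% in these data; inconclusive = Fewer than 70 cells measured for a yeast strain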;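 note: ratio of well median GFP fluorescence to mean of DMSO wells on the plate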
LAP4 TOR yeast: alters LAP4-GFP fluorescence in TOR pathway yeast screen | S. cerevisiae LAP4-GFP multiplex, flow cytometry GFP, 3 h; median GFP as percent of DMSO wells | GFP response vs DMSO, % at 10 µM | 0.34% of 320,000 active;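 active = GFP response vs DMSO above a set limit, about the screen mean plus 3 SD, cut at about 150% in these data; inconclusive = under 70 cell events counted for the yeast strain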
GRK2 aptamer HTS: blocks RNA aptamer binding to human GRK2; bead flow cytometry, FAM-aptamer displacement from GRK2; inhibition of aptamer binding, % at 10 µM; 0.59% of 330,000 active; AID 488847;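 active = inhibition of aptamer binding above 40%, roughly 3 SD of noise, on plates passing a quality check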;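 note: median bead fluorescence of bound FAM aptamer so fluorescent compounds give negative values; no value below 0 was filed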
Target sequence (P25098 whole entry, looked up): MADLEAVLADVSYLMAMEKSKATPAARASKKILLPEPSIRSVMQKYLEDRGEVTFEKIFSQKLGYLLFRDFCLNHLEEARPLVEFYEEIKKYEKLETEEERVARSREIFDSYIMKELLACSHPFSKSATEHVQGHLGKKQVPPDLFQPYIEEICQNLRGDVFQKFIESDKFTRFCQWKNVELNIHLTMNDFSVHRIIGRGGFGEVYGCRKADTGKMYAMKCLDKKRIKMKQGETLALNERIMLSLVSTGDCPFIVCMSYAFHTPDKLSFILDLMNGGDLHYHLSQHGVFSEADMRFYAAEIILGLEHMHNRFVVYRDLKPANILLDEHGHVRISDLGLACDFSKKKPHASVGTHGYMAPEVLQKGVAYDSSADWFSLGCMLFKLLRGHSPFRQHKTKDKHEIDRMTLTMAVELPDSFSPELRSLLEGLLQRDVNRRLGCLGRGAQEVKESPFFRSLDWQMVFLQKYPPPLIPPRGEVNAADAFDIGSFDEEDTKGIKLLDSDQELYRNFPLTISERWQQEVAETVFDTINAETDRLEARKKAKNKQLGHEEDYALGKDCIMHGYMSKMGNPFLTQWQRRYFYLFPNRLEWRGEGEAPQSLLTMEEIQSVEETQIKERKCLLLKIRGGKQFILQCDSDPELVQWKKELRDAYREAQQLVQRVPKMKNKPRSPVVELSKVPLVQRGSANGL
RPL19A TOR yeast: yeast TOR pathway RPL19A-GFP modulation; percent response vs DMSO, % at 10 µM; 0.3% of 330,000 active; S. cerevisiae RPL19A-GFP strain, flow cytometry, 3 h; hits give low values;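 active = percent response vs DMSO below 50%; inconclusive = fewer than 70 events counted for the yeast strain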;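 note: median channel GFP fluorescence of the barcoded RPL19A-GFP strain; ratio of sample median GFP to plate DMSO average so 100% = DMSO; lower means less RPL19A-GFP as with rapamycin TOR inhibition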
Active calls of the source: *; i = inactive; u = inconclusive; x = not tested or not shown. No enrichment for hits; overall some 1.7% were active at least once.

entry	MEP2 TOR yeast	VLA-4 inh	CIT2 TOR yeast	LAP4 TOR yeast	RPL19A TOR yeast	AGP1-GFP MLPCN	GRK2 aptamer HTS	GASC-1 inh	structure
1	107	9	97	98	97	102	0	-10	CCN(C(=O)CCNC(=O)Cn1cnc2ccccc2c1=O)c1cccc(Cl)c1
2	104	x	105	102	101	103	3	84	CC(Sc1nncn1C)C(=O)Nc1ccc(S(N)(=O)=O)cc1 (stereo not drawn)
3	113	10	105	101	97	112	0	6	O=C(O)C1CCCN(C(=O)NCc2ccccc2)C1 (stereo not drawn)
4	101	-8	100	91	101	93	0	-5	COc1ccc(NS(=O)(=O)CC(C)C)c(OC)c1
5	98	-9	96	96	83	95	0	-1	O=C(NC1CCOCC1)C1CCC(=O)N(Cc2ccc(Cl)cc2)C1 (stereo not drawn)
6	99	7	99	99	100	99	0	-2	CCOC(=O)C1(Cc2ccccc2)CCCN(Cc2ccc(OCC)c(CO)c2)C1 (stereo not drawn)
7	105	1	105	95	106	107	0	-9	COc1ccc(S(=O)(=O)N2CCCC(C(=O)O)C2)cc1Cl (stereo not drawn)
8	108	9	102	99	108	105	0	-4	Cc1cccc(NC(=O)CCC2CCN(Cc3nccs3)CC2)c1
9	94	3	82	86	104	93	0	-3	O=C(c1cc(COc2ccc(F)cc2Cl)on1)N1CCN(C2CCCCC2)C(=O)C1
10	102	2	112	92	105	103	0	1	CCn1ncc(/C=N\NC(=O)COc2ccccc2)c1C
11	97	7	101	97	95	97	2	-4	COc1ccc(CNC(=O)C2CCCN(S(=O)(=O)c3c(C)n[nH]c3C)C2)cc1 (stereo not drawn)
12	103	26	107	106	107	109	5	0	COc1ccc(OC)c(NC(=O)CN2C(=O)COc3ccc(S(=O)(=O)N4CCCC4)cc32)c1
13	93	-13	96	93	98	99	0	0	CCc1noc(C)c1C(=O)OCC(=O)Nc1nc(-c2ccc(F)c(F)c2)cs1
14	103	14	88	106	96	99	0	1	CCCn1nc(C(=O)Nc2cccc(C(=O)OC)c2)c2ccccc2c1=O
15	100	-3	87	117	102	108	0	-37	O=C(Nc1cccc(-c2ccc(N3CCCCC3)nn2)c1)c1ccco1
16	104	-3	106	101	101	108	0	14	CN(C)S(=O)(=O)c1cc(NC(=O)CNCCN2CCOCC2)ccc1Cl
17	104	7	109	88	104	102	0	-6	Cc1nn(C)cc1C(C)NCc1c(C(=O)N2CCCCCCC2)nc2ccc(Cl)cn12 (stereo not drawn)
18	95	6	94	105	97	103	0	3	CC1(C)Cc2c(sc3nc(C4CC4)n(N)c(=O)c23)CO1
19	91	1	100	92	97	104	0	0	CCOc1ccc(N(CC(=O)N2CCN(c3ccccc3F)CC2)S(=O)(=O)c2c(C)noc2C)cc1
20	107	5	112	84	106	103	3	15	O=C(CCn1cnc2ccccc21)N/N=C/c1ccc(O)cc1
21	97	3	84	77	90	90	3	12	Cc1ccc(S(=O)(=O)NC(C)C(=O)N2CCOCCOCCOCCOCC2)cc1 (stereo not drawn)
22	100	9	101	104	102	102	0	8	Cc1cccc(NC(=S)NCC2CCCO2)c1 (stereo not drawn)
23	104	-2	91	98	94	95	0	0	S=C(NC1CCCCC1)N(CCc1nc2ccccc2[nH]1)C1CCCC1
24	100	9	95	102	97	96	0	5	Cc1c(NC(=O)OCCSc2nc(N(C)C)nc(N(C)C)n2)sc(=S)n1C
25	89	-1	81	116	94	85	0	12	Cc1cccc(N=Nc2cn[nH]c2-c2ccco2)c1
26	97	4	91	89	97	97	1	4	CCc1ccccc1NC(=S)N1CCN(c2ccccn2)CC1
27	98	5	109	88	99	91	4	-1	COc1cc(OC)c(C(=O)OCC(=O)NC2CCCCCCC2)cc1OC
28	98	34	85	104	100	90	0	-22	CC(C)NCC1CCc2cc(CO)c([N+](=O)[O-])cc2N1 (stereo not drawn)
29	105	2	91	100	96	94	1	18	CCNc1nc(NC(C)C)nc(SCCOC(=O)c2ccccc2)n1
30	96	-12	102	93	97	88	2	-7	CCOC(=O)c1c(NC(=S)NC(=O)/C=C/c2cccs2)sc(C)c1C
31	96	14	89	95	97	103	2	-3	CC(=O)NC(=S)Nc1cccc2ccc(C)nc12
32	94	10	90	86	96	89	0	-27	CCOC(=O)CC1=NN(c2ccccc2)C(=O)/C1=C\c1ccc(N(C)C)cc1
33	101	-1	94	102	99	104	0	-9	CC(NS(=O)(=O)c1ccc(Cl)cc1)C(=O)OCC(=O)c1ccc[nH]1 (stereo not drawn)
34	u	8	u	u	u	u	6	4	CC(C)CC(c1nnnn1C1CCCCC1)N1CCN(C(=O)c2ccco2)CC1 (stereo not drawn)
35	100	14	87	98	102	96	0	u	N[C@@H](C(=O)N[C@@H]1C(=O)N2C(C(=O)O)=C(Cl)CS[C@H]12)c1ccccc1
36	104	-1	94	105	95	101	1	2	Cc1cc(N2C(=O)C3C4C=CC(C4)C3C2=O)ccc1Br (stereo not drawn)
37	100	-15	101	101	101	105	2	-3	Cc1cc2nc(C3CCCN(C(=O)NCc4ccccc4)C3)[nH]c2cc1C (stereo not drawn)
38	103	6	97	126	104	111	0	-28	CC(=C/c1ccccc1)/C=N/n1c(-c2ccncc2)n[nH]c1=S
39	109	6	108	106	106	110	10	-7	CCOC(=O)Cc1[nH]nc2c1C(C1C=CCCC1)C(C#N)=C(N)O2 (stereo not drawn)
40	93	-9	90	88	94	86	0	2	CC(C)(C)NC(=O)C(c1ccc(O)cc1)N(Cc1ccco1)C(=O)CCC(=O)Nc1ccccn1 (stereo not drawn)
41	104	3	96	87	103	92	0	-5	O=C(NC(=S)Nn1cnnc1)c1cccc(Br)c1
42	105	26	104	114	103	109	1	4	CCN(CC)CCn1c(=S)[nH]c2cc(C(=O)NCc3ccccc3Cl)ccc2c1=O
43	101	-32	100	101	100	100	0	-5	COCCN(CCOC)S(=O)(=O)c1ccc(C(=O)Nc2nc(-c3ccncc3)cs2)cc1
44	91	0	94	87	95	99	1	10	O=C(C1=C(O)C(=O)N(CCN2CCOCC2)C1c1cccs1)c1cc2ccccc2o1 (stereo not drawn)
45	114	-8	113	136	118	113	0	-13	CCOC(=O)N1CCc2[nH]c3ccc(C)cc3c2C1
46	109	3	103	109	105	113	2	40	CCSCC1COC(c2cccn2Cc2ccc(C)cc2)=N1 (stereo not drawn)
47	100	3	101	89	101	98	0	-20	CCOC(=O)c1c(NC(=S)Nc2cc([N+](=O)[O-])ccc2OC)sc2c1CCCCC2
48	103	4	108	112	100	119	0	16	COc1ccc(OC)c(CCNC(=O)CCc2nnc3ccc(N4CCOCC4)nn23)c1
49	97	14	102	104	99	99	0	-6	COc1cc(OC)cc(C(C(=O)NCc2ccccc2)N(Cc2ccco2)C(=O)c2ccno2)c1 (stereo not drawn)
50	100	30	97	107	100	108	2	-22	Cc1ccc(F)cc1S(=O)(=O)NCc1ccc(N2CCN(C)CC2)cc1
51	96	-9	90	97	93	97	0	16	CCN(CC)N=Nc1ccc(S(=O)(=O)N2CCSC2C(=O)O)cc1 (stereo not drawn)
52	99	i	103	108	103	105	0	-3	Cc1ccc(CN2C(=O)N/C(=C/c3ccc(-c4ccc(C(=O)O)cc4)o3)C2=O)cc1
53	106	8	101	98	99	101	0	2	CCc1cccc(CC)c1NC(=O)CN1CCN(S(=O)(=O)c2ccccc2)CC1
54	104	4	x	99	109	95	0	21	O=C(Nc1sc2c(c1C(=O)O)CCCCC2)c1ccco1
55	99	13	102	98	100	100	1	-15	COc1ccccc1-c1noc(CSc2nc(C)cc(=O)[nH]2)n1
56	107	26	104	96	96	102	0	3	Cc1ccc(-c2noc(/C=C/c3ccccc3)n2)cc1
57	107	13	98	96	100	96	0	-3	O=C(NNC(=O)C1CCN(c2ncccn2)CC1)c1ccc(F)cc1
58	118	-7	104	102	103	107	1	5	COc1cccc(-c2noc(-c3ccoc3C)n2)c1
59	93	-10	90	120	102	91	1	2	Cc1ccc(C(=O)N2C(=O)C(c3ccccc3)Oc3ccccc32)cc1 (stereo not drawn)
60	105	-6	99	94	101	99	0	-2	CC(c1ccccc1)n1c(Br)nc2c1c(=O)[nH]c(=O)n2C (stereo not drawn)

More results follow.
entry	MEP2 TOR yeast	VLA-4 inh	CIT2 TOR yeast	LAP4 TOR yeast	RPL19A TOR yeast	AGP1-GFP MLPCN	GRK2 aptamer HTS	GASC-1 inh	structure
61	96	17	86	95	92	91	0	-1	O=C(O/N=C/C1=C(Cl)c2ccccc2CC1)c1ccc(F)cc1
62	104	-7	102	91	99	95	0	27	O=C(CN1C(=O)CC(c2ccccc2)S(=O)(=O)c2ccccc21)NC1CCCC1 (stereo not drawn)
63	108	1	113	103	100	101	0	6	COc1ccc(CCNC(=O)C2CCC(CNc3c(N4CCCC4)c(=O)c3=O)CC2)cc1OC (stereo not drawn)
64	92	25	93	89	102	95	7	3	CC(=O)N1c2ccc(S(=O)(=O)NCc3ccco3)cc2CC1C (stereo not drawn)
65	105	-11	101	93	99	99	0	20	CCOC(=O)N1CCN(S(=O)(=O)N2CCCC(C(=O)NCc3ccc(F)cc3)C2)CC1 (stereo not drawn)
66	97	-2	74	109	95	90	4	-4	O=S(=O)(c1c(F)cccc1F)N1CCCC2CCCCC21 (stereo not drawn)
67	100	-5	101	96	95	98	0	2	Cc1ccc(NCc2nnc(SCC(=O)c3ccc4c(c3)OCCO4)o2)c(C)c1
68	114	4	112	100	106	110	0	-8	COc1ccccc1NC(=O)CCS(=O)(=O)c1ccc2c(c1)oc(=O)n2C
69	90	18	69	97	89	76	1	0	COc1ccc2c(c1)O[C@@H](c1cccc(C(F)(F)F)c1)[C@H](OC(=O)NCCc1ccc(OC)c(OC)c1)C2=O
70	103	-5	109	109	101	101	1	-2	CC(/C=N/NC(=O)c1nnn(-c2nonc2N)c1CN(C)C)=C\c1ccco1
71	106	7	106	110	104	112	2	6	Cc1ccc(C(=O)NCCSc2ccc(Cl)cc2)cc1S(=O)(=O)Nc1ccccc1
72	95	6	94	85	99	95	0	2	Cc1ccc(CC(=O)NC2CCN(C)CC2)cc1
73	97	-1	114	112	103	93	0	x	CN(CCCCCCCCCCN(C)C(=O)Oc1cccc([N+](C)(C)C)c1)C(=O)Oc1cccc([N+](C)(C)C)c1
74	102	0	104	95	102	102	1	3	COc1cc(/C=N/NC(=O)c2c(C)nc3ccc(Cl)cn23)cc(OC)c1OC
75	87	27	78	108	99	84	67*	-13	O=C(c1ccccc1)c1ccc2cc(O)ccc2c1
76	109	2	96	105	98	100	1	-3	CCC/C(=N/NC(=O)c1nnn(-c2nonc2N)c1CN1CCCCC1)c1ccccc1
77	114	-3	100	107	109	103	3	14	C/C=C(\C)CN1CCC(Oc2cc(C(=O)NC3CC3)ccc2OC)CC1
78	104	15	99	103	100	105	0	5	Cc1nccn1CC(O)COC1CCCCC1 (stereo not drawn)
79	99	-2	95	93	98	92	0	-9	COc1cccc2cc(C(C)N(CCCN3CCOCC3)C(=O)Nc3ccccc3)oc12 (stereo not drawn)
80	103	-3	105	88	108	102	3	9	O=C(CNC(=O)c1ccccc1Cl)N/N=C/c1ccc([N+](=O)[O-])s1
81	92	21	100	90	102	100	12	28	CC(C)(C)c1ccc(C(=O)N/N=C/c2ccccn2)cc1

3 of the compounds above, with one line to a screen:
52. Cc1ccc(CN2C(=O)N/C(=C/c3ccc(-c4ccc(C(=O)O)cc4)o3)C2=O)cc1
53. CCc1cccc(CC)c1NC(=O)CN1CCN(S(=O)(=O)c2ccccc2)CC1
54. O=C(Nc1sc2c(c1C(=O)O)CCCCC2)c1ccco1

assay / entry	52	53	54
MEP2 TOR yeast	99	106	104
VLA-4 inh	i	8	4
CIT2 TOR yeast	103	101	x
LAP4 TOR yeast	108	98	99
RPL19A TOR yeast	103	99	109
AGP1-GFP MLPCN	105	101	95
GRK2 aptamer HTS	0	0	0
GASC-1 inh	-3	2	21

Compound activity from PubChem.
